High-throughput results deposited in PubChem by ICCB-Longwood Screening Facility, Harvard Medical School.
Polio RdRp inh: poliovirus RNA polymerase inhibition; poliovirus polymerase elongation, fluorescence polarization; hits give low values; % elongation, % (compound at 16.7 µg/mL); 150,000 compounds, 0.66% hits; in the data active = % elongation below about 90%; also: some results filed as inactive read as strong as hits
Target sequence (P03300 1749-2209 limits assumed): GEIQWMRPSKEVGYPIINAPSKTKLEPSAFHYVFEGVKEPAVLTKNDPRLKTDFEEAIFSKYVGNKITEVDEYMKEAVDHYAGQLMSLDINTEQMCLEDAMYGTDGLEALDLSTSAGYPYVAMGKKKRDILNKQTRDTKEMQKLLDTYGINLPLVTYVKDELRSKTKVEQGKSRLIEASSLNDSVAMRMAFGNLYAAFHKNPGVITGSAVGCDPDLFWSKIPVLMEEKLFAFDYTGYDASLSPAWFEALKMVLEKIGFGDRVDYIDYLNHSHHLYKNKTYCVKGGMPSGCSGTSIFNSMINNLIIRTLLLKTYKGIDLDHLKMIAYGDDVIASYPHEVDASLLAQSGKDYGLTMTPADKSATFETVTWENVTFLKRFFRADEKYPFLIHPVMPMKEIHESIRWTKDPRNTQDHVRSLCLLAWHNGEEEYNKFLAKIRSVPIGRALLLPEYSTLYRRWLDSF
Polio RdRp inh FP z-score: second read-out of Polio RdRp inh, no call of its own (marks repeat the call); z-score; measured here: FP z-score; hits read low
An asterisk follows results filed as active; & = joins results of further samples. These rows are one share of the data, so the mix of outcomes need not match the whole.

A first look (4 entries):
Results follow in this order: Polio RdRp inh, Polio RdRp inh FP z-score
O=C(CSCCCc1nc(-c2ccccc2)no1)Nc1ccc(F)c(F)c1
  105.0, 0.2
O=C(NCCN1CCCCC1)c1ccc(Cn2c(SCc3ccccc3)nc3cccnc32)cc1
  115.0, 1.4
Cc1ccc(C)c(NC(=O)Cn2c(=O)oc3cc(S(=O)(=O)NCc4ccccc4)ccc32)c1
  104.0, -0.1
Cc1cc2nc3s/c(=C4\C(=O)N(CC(=O)O)c5ccccc54)c(=O)n3c2cc1C
  101.0, 0

The list itself, previewed entries included:
Results follow in this order: Polio RdRp inh, Polio RdRp inh FP z-score
O=C(CSCCCc1nc(-c2ccccc2)no1)Nc1ccc(F)c(F)c1
  105.0, 0.2
O=C(NCCN1CCCCC1)c1ccc(Cn2c(SCc3ccccc3)nc3cccnc32)cc1
  115.0, 1.4
Cc1ccc(C)c(NC(=O)Cn2c(=O)oc3cc(S(=O)(=O)NCc4ccccc4)ccc32)c1
  104.0, -0.1
Cc1cc2nc3s/c(=C4\C(=O)N(CC(=O)O)c5ccccc54)c(=O)n3c2cc1C
  101.0, 0
O=C(CC1CC2CCC1C2)NCc1ccccc1C(F)(F)F (centres undefined)
  101.0, -0.4
CC(C)CC(C(=O)NCCc1ccccc1)N1Cc2ccccc2C1=O (centres undefined)
  101.0, -1.4
CCOC(=O)c1nnn(-c2cccc(C)c2C)c1C(=O)OCC
  103.0, 0.7
CCn1c(SCc2ccccc2F)nc(=O)c2c(C(=O)OC)cc(C3CC3)nc21
  102.0, -1.4
Cc1sc2ncnc(SC(F)F)c2c1C
  103.0, 0.2
COc1ccc(-n2ncc(C(=O)NCc3ccc4c(c3)OCO4)c2C2CCN(C(=O)OC(C)(C)C)CC2)cc1
  100.0, -1.2
CCOC(=O)c1oc2cc(O)c(CC)cc2c(=O)c1-c1ccc2c(c1)OCCO2
  105.0, 0.8
O=C(CN1C(=O)COc2ccc(S(=O)(=O)N3CCOCC3)cc21)N1CCN(c2ccccc2F)CC1
  103.0, -0.5
COCCNC(=O)CCn1nc(-c2ccc(Cl)cc2)c2ccccc2c1=O
  108.0, 0.8
COC(=O)c1cc2c(cc1NC(=O)c1c(C)nn(-c3ccc(C)cc3)c1-n1cccc1)OCO2
  104.0, -0.8
COc1ccc(-c2noc(CC(=O)N3CCN(c4ccccn4)CC3)n2)cc1
  103.0, 0.6
COc1ccc(-c2ncnn2-c2cccc(Cl)c2)cc1OC
  100.0, -0.1
O=C(NC(=O)c1ccccc1Cl)OCc1cccc(Oc2ccccc2)c1
  102.0, -0.3
O=c1c2c3c(sc2nc(SCCn2ccnc2)n1-c1ccccc1)CCCC3
  108.0, 0.8
COc1ccc(Nc2cc(C(=O)NCCCN(C)C3CCCCC3)c3ccccc3n2)cc1
  111.0, 0.6
CCOC(=O)c1c(NC(=O)c2cc(-c3ccc(OC)cc3)on2)sc(C)c1C
  84.0*, -2.9*

Next part (2 carried over from the part before).
Results follow in this order: Polio RdRp inh, Polio RdRp inh FP z-score
COc1ccc(Nc2cc(C(=O)NCCCN(C)C3CCCCC3)c3ccccc3n2)cc1
  111.0, 0.6
CCOC(=O)c1c(NC(=O)c2cc(-c3ccc(OC)cc3)on2)sc(C)c1C
  84.0*, -2.9*
CC1CC(C)CN(C(=O)CNCc2ccco2)C1 (centres undefined)
  99.0, -0.6
COc1ccc(-c2nn(CC(=O)NCc3ccccc3)c3c2cnc2ccc(F)cc23)cc1
  113.0, 1.6
O=C(NCC(c1cccnc1)N1CCN(Cc2ccccc2)CC1)C(=O)Nc1cccc(F)c1 (centres undefined)
  103.0, -1.3
Cc1cc(C)cc(NC(=O)N2CCN(C)c3ncccc32)c1
  105.0, 0.1
CCOC(=O)c1c(NC(=O)c2ccc(S(=O)(=O)N3CCC(C)CC3)cc2)sc2c1CCN(C)C2
  90.0*, -2.9*
COC(=O)c1cc2sccc2n1CC#N
  103.0, 0.3
COc1ccccc1NC(C)C(=O)N/N=C/c1cccs1 (centres undefined)
  104.0, 0.6
COC(=O)CC1C(=O)NCCN1C(=O)c1ccccc1 (centres undefined)
  102.0, 0.2
COc1ccc(CNC(=O)NC2CCN(S(=O)(=O)c3ccc(OC)cc3)CC2)cc1
  103.0, 0.7
Cc1c(NC(=O)COC(=O)C23CC4CC(CC(O)(C4)C2)C3)c(=O)n(-c2ccccc2)n1C
  104.0, 0.2
CCCN(CCC)C(=O)c1cc2c(=O)n3ccccc3nc2s1
  99.0, -0.3
Cc1ccc(-c2cn3ccc(C)cc3n2)cc1
  107.0, 0.5
COc1cc(/C=C/C(=O)OCC(=O)Nc2ccc(NC(C)=O)cc2)ccc1O
  105.0, 0.2
CC(C)(C)n1cnc2cc(NS(=O)(=O)c3ccccc3)ccc21
  100.0, -0.2
O=C(NC1CCN(C(=O)NC2CCCCC2)CC1)c1ccc(F)cc1
  103.0, 0.4
COc1cccc(-c2nnc(SCC(=O)N3CCCCC3C)o2)c1 (centres undefined)
  105.0, 0.6
COC(=O)c1ccc(NC(=O)n2ncc3c(C)cccc32)cc1
  112.0, 0.9
O=C1c2ccccc2C(=O)c2c1n[n+]([O-])n2-c1ccc(F)cc1
  96.0, -0.7
C=CCN(Cc1ccc(Cl)s1)c1ncnc2sccc12
  105.0, 0.4
COc1ccc(/C=C\C(=O)Nc2c3c(nn2-c2cccc(Cl)c2)CSC3)cc1OC
  100.0, -0.7

Continuation:
Results follow in this order: Polio RdRp inh, Polio RdRp inh FP z-score
CCOC(=O)c1nc(C)sc1-c1ccnn1S(=O)(=O)c1cccc(Cl)c1
  102.0, 0
O=C(O)CN(CCN(CC(=O)O)CC(=O)O)CC(=O)O
  101.0, 0.3
CCc1noc(C)c1C(=O)Nc1ccc(N(C)C)cc1
  102.0, 0
O=C(C1CC(=O)N(C2CCCCC2)C1)N1CCOCC1 (centres undefined)
  102.0, 0.1
NC1=NC2=C(CCCC2)C2(CCCCC2)S1
  98.0, -1.3
COc1ccc(-c2cc(-c3ccccc3O)nc(NC(N)=S)n2)cc1
  105.0, 0.2
CCN(CC)S(=O)(=O)c1cc(-c2cc(C(=O)NC3CC3)no2)ccc1OC
  100.0, -0.4
CC(C#N)OC(=O)/C=C/c1ccc2ccccc2n1 (centres undefined)
  104.0, 0.2
Cc1nc(C(F)(F)F)nc(Sc2ccccc2Cl)c1Oc1ccccc1
  104.0, 0
O=C(NCC(=O)N1CCSc2ccccc21)c1ccccc1F
  104.0, 0.1
O=c1c2sc3ccccc3c2n(Cc2cccc(F)c2)c(=O)n1CCc1ccccc1
  101.0, -1
N=c1c(C(=O)NC2CCCCC2)cc2c(=O)n3ccccc3nc2n1Cc1cccnc1
  100.0, -0.4
Cc1ccc(N(CC(=O)NC2CCCC2)C(=O)c2ccc(N3CCCC3)nc2)cc1
  104.0, 0.5
O=C(NCc1ccccc1)c1cc[n+]([O-])cc1
  102.0, 0
Cc1cccc(NC(=O)C(NS(=O)(=O)c2cccs2)C(C)C)c1C (centres undefined)
  104.0, 1.3
CCOC(=O)c1c(C)[nH]c(NC(=O)Nc2nnc(CC)s2)c1C
  101.0, -0.1
N=c1c2c(F)cccc2ncn1NC(=O)c1ccncc1
  100.0, -0.1
C[C@@H]1C[C@@H]([C@H](O)CC2CC(=O)NC(=O)C2)C(=O)[C@@H](C)C1
  101.0&100.0, 0.1&0.1
Cc1cc2c(cc1S(=O)(=O)Nc1cccc(C(F)(F)F)c1)OCCN2C
  111.0, 1.1
N#CC(C#N)=Cc1ccc(/C=C(\C#N)S(=O)(=O)c2ccccn2)cc1
  100.0, -0.6

Continuation:
Results follow in this order: Polio RdRp inh, Polio RdRp inh FP z-score
CN(C)c1ccc(/C=N/NC(=O)CNc2ccc(Br)cc2)cc1
  103.0, 0.3
Cn1c(C(=O)O)c(CC(=O)O)c2ccccc21
  100.0, -0.5
CCN(Cc1ccccc1)C(=O)Cn1c(=O)n(-c2cccc(C)c2)c(=O)c2c1c1cc(C)ccc1n2C
  108.0, 0.2
OCc1ccnc(Cl)c1
  101.0, 0.3
Cc1nc(-c2ccc(C)c(S(=O)(=O)N3CCC(C(=O)NCc4ccc(Cl)cc4)CC3)c2)no1
  106.0, 0
COc1cc(NC(=O)NC(C)c2c(-n3cccc3)sc3c2CCN(C)C3)cc(OC)c1 (centres undefined)
  109.0, 1
Fc1ccc(C=Nc2ccc(Nc3ccccc3)cc2)cc1F
  102.0, 0.4
OC(COc1ccc(F)cc1)(c1ccc(Cl)cc1)c1ccc(Cl)cc1
  101.0, -0.4
O=C(O)C(c1cccs1)c1cccs1
  103.0, 0.6
CC(C)(O)C#Cc1ccc(C(=O)NCc2cccs2)s1
  106.0, 0.1
CC(C)COP(C)(=O)C(N)=O (centres undefined)
  99.0, -0.2
Cc1ccc(/C=C2\CCCc3ccccc3C2=O)o1
  103.0, 0.3
O=C(NCc1cccnc1)/C(=C\c1cccc(Oc2ccccc2)c1)S(=O)(=O)c1ccccc1
  99.0, -0.3
CC(C)n1c(CN(C)Cc2ccccc2)nc2ccccc21
  98.0, -1.1
O=C1C2C3C=CC(C3)C2C(=O)N1c1cccc(N2C(=O)C3C4C=CC(C4)C3C2=O)c1 (centres undefined)
  99.0, -0.6
CC1N(C)c2cc(NC(=O)c3ccco3)ccc2C1(C)C (centres undefined)
  101.0, 0.1
CN(CCO)C(=O)c1cc(-c2ccc(Cl)cc2)nc2ccccc12
  102.0, 0.3
CC(C)(C)c1cc(O)c(C(C)(C)C)cc1O
  98.0&98.0, -0.4&0
CC(C)CCN1NC(C)(C)NC1=S
  101.0, -0.2
O=C(CSc1nc2ccccc2c(=O)n1C1CCCC1)Nc1cccnc1Cl
  100.0, -0.5

Remaining list, next part:
Results follow in this order: Polio RdRp inh, Polio RdRp inh FP z-score
Cc1cccc(-n2c(-c3ccco3)nc3c(cnn3-c3ccccc3C)c2=O)c1
  107.0, -0.7
CC1=C(C(=O)NCCC(C)C)C2(CCN(S(=O)(=O)c3cccs3)CC2)OC1=O
  102.0, 0.6
COc1cccc(CN(Cc2ccco2)S(=O)(=O)c2ccccc2)c1
  104.0, 0.3
Cc1ccc(C2CCN(C(=S)NCC3CCCO3)C2)cc1 (centres undefined)
  101.0, -0.3
O=C(CCCC1CCCCC1)Nc1ccncc1
  103.0, 0.3
CCCN1CCN(C(=O)Cn2ncc3c4ccccc4n(Cc4cccc(Cl)c4)c3c2=O)CC1
  149.0, 4.5
Cc1cccc(C(=O)NCC(c2ccc3c(c2)OCO3)N2CCOCC2)c1 (centres undefined)
  102.0, -1.2
CCCn1c(C)cc(C(=O)CSc2nc(O)cc(=O)n2C2CCCC2)c1C
  114.0, 0.8
Cc1nn(-c2ccc(N3CCOCC3)nn2)c(C)c1CCC(=O)NCc1ccc(F)cc1
  112.0, 1.4
Cc1ccc2ccccc2c1COC(=O)c1nonc1N
  101.0, 0.3
CCc1ccccc1NC(=O)CCC(=O)N1CC(C)Oc2ccc(C)cc21 (centres undefined)
  110.0, 0.5
Cn1cc(S(=O)(=O)N2CCCCCC2)cc1C(=O)Nc1ccc(Cl)c(C(F)(F)F)c1
  109.0, 0.6
Cc1oc2ncn(C)c(=O)c2c1C(=O)OCc1ccc(C#N)cc1
  110.0, 0.8
COc1ccccc1C1C(C(=O)Nc2ccccc2F)=C(C)NC2=C1C(=O)CCC2 (centres undefined)
  100.0, -0.5
COc1ccc(C)cc1NC(=O)NCCn1nnc2cc(S(=O)(=O)N(C)C)ccc21
  100.0, -1.5
C=CCNc1nc(N)c(C(=C(C#N)C#N)c2ccccc2)s1
  100.0, -1
CN(C)C(=O)c1ccccc1C(=O)N(C)C
  105.0, 0.4
CCC(=O)Oc1ccc(C(=O)Nc2nccs2)cc1
  102.0, -0.1
Cn1c(-c2ccc(C(C)(C)C)cc2)n[nH]c1=S
  102.0, 0.1
N#CC(CC(=O)c1ccccc1)c1ccccc1 (centres undefined)
  105.0, 0.3

The list goes on:
Results follow in this order: Polio RdRp inh, Polio RdRp inh FP z-score
O=S(=O)(c1ccccc1)N1CCCC1c1cccs1 (centres undefined)
  105.0, 0.2
CCN(CC)C(=O)C1=CC(c2ccc(OC)cc2)=NS(=O)(=O)N1C
  101.0, -1.2
C[N+]1(CC(=O)OCCCc2ccccc2)CCOCC1
  103.0, 0.4
O=S(=O)(c1ccccc1)c1nnn2c1nc(NC1CCCCCC1)c1sccc12
  110.0, 0.5
Cc1cc(=O)oc2cc(OCC(=O)N3CCCC(C)C3)ccc12 (centres undefined)
  100.0, -0.7
Cc1cccc(N2C(=O)/C(=C3/C(=O)N(CC(=O)O)c4ccccc43)SC2=S)c1C
  102.0, 0.1
N#CC1=C(N)SC(N)=C(C#N)C1c1cccs1
  75.0, -4.5
CC(C)C1NC(=S)N(c2ccccc2)N1 (centres undefined)
  100.0, -0.1
O=C(CN1CCN(c2ccc(O)cc2)CC1)Nc1cc(C(F)(F)F)ccc1N1CCOCC1
  102.0, -0.1
COc1ccc(/C=N/c2nc3ccccc3n2C)cc1OC
  104.0, 0.6
Cc1ccc(Cc2c(C)nc3nc(SCC(=O)NC4CCC(C)CC4)nn3c2C)cc1 (centres undefined)
  108.0, -0.2
CN(C)CCN(Cc1ccco1)C(=O)c1oc2ccccc2c1NC(=O)c1ccccc1
  105.0, -0.2
COc1ccc(-c2nnc(SCC(=O)NCCC3=CCCCC3)o2)cc1
  96.0, -1.5
CC(=O)N1CCC2(CC1)CC(=O)c1cc(OCC(=O)O)ccc1O2
  101.0, -0.3
CCOC(=O)COc1cc(C)c(Cl)cc1C(=O)c1ccn2nc(-c3ccc(OC)cc3)cc2n1
  106.0, 0.3
Cc1ccc(C=Nc2ccc(F)c(F)c2)o1
  105.0, 1.7
CCN(CC)C(=O)/C(C#N)=C/c1cn(-c2ccccc2)nc1-c1ccccc1
  103.0, -0.1
c1coc(CCC2NCCn3cccc32)c1 (centres undefined)
  104.0, 0.3
CC1(C)S[C@@H]2[C@H](NC(=O)[C@H](N)c3ccc(O)cc3)C(=O)N2[C@H]1C(=O)O
  102.0, 0.2
FC(F)(F)c1cccnc1NCCNc1ncnc2scc(-c3ccccc3)c12
  106.0, 0.1

Next part.
Results follow in this order: Polio RdRp inh, Polio RdRp inh FP z-score
O=C(CSc1nnnn1-c1ccccc1)N/N=C/c1ccc(Cl)cc1Cl
  103.0, 0.5
CCOC(=O)CSCc1cn2cc(Cl)ccc2n1
  103.0, 0.4
CN(Cc1cccc(O)c1)C1CCCCC1
  99.0, -0.5
CCn1c2ccccc2c2nnc(NCCOc3cccc(C(F)(F)F)c3)nc21
  101.0, -0.3
